Screens: PubChem, Broad Institute
C diff HTS – C. difficile growth inhibition; Clostridium difficile clinical isolate growth, OD600, 24 h; hits give low values; growth activity, negative = inhibition, % at 16 µg/mL (by protocol); hit rate 0.25% among 86,000;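 active = mean growth activity at or below -80% and every replicate also at or below -80%; inconclusive = mean at or below -80% but some replicate above -80%; inactive = mean growth activity above -80%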;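 note: 0% = DMSO wells and -100% = levofloxacin 16 µg/mL wells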
Pf Dd2 inh – blocks growth of Plasmodium falciparum Dd2 parasites; hit rate 2.3% among 94,000; activity change, % at 10 µM; P. falciparum Dd2 growth, SYBR Green, 72 h; hits give low values; AID 1159554; in the data active = activity change below about -80%; inconclusive = no clear call, values can overlap the other calls
GASC1 inh – blocks human GASC-1 (KDM4C) demethylase activity; hit rate 0.15% among 96,000; GST-KDM4C 2-372, H3K9me3 peptide, LANCE TR-FRET; Q9H3R0; inhibition, % at 12.5 µM;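 active = mean replicate inhibition above about 25%, with at least 55% of replicates also reaching it, limit read from the data, passing the limit was not always enough; inconclusive = only one of those two conditions met; inactive = neither condition met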
Target sequence (Q9H3R0 2-372 limits assumed): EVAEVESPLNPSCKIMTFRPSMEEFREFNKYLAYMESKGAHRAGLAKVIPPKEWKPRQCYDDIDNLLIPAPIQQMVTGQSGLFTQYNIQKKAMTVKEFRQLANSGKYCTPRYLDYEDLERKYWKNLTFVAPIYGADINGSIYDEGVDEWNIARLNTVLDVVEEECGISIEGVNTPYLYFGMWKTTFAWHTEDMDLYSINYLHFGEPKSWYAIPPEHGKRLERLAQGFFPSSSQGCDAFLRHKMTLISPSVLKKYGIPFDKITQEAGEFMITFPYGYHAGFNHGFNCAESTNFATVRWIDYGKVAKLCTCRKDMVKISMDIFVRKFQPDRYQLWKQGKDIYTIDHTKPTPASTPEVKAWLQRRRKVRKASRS
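material = GST-tagged GASC-1 (JMJD2C) catalytic fragment, aa 2-372 | amount = enzyme final amount 10 nM | medium = HEPES buffer, pH 7.5, plus ascorbate | also added = H3K9me3 peptide substrate, Fe(II), 2-oxoglutarate | dosing = single dose | times = 30 min demethylation and 1 h detection at room temperature | detection = LANCE TR-FRET | read-out basis = Fall in 671/618 emission ratio as inhibition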
Tcruzi prolif – blocks T. cruzi growth in NIH3T3 culture | T. cruzi beta-gal in NIH3T3, GalScreen luminescence, 90 h | inhibition, % at 8.34 µM | hit rate 5.9% among 77,000;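 active = mean inhibition above about 93%, with at least 55% of replicates each passing it, limit read from the data, passing the limit was not always enough; inconclusive = only one of those two conditions holds; inactive = neither condition holds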
Active calls of the source: *; ? = inconclusive; / = not tested or not shown; & = joins results of further samples. No enrichment for hits; about 7.3% have a hit in one of these screens.

mol	C diff HTS	Pf Dd2 inh	GASC1 inh	Tcruzi prolif
Cc1cc(C(=O)Nc2cccc3c2O[C@H](CN(C)S(=O)(=O)c2cccs2)[C@H](C)CN([C@H](C)CO)C3=O)n(C)n1	/	-7	-0.3	-119
CCCNC(=O)Nc1ccc2c(c1)C(=O)N(C)C[C@@H](OC)[C@H](C)CN(C(=O)C1CCC1)[C@@H](C)CO2	/	/	0.8	24
COCCNC(=O)C[C@@H]1CC[C@H](NC(=O)NC2CCCCC2)[C@@H](CO)O1	1	9	6.6	-30
COc1ccc(NC(=O)Nc2cccc3c2O[C@H](CN(C)S(C)(=O)=O)[C@@H](C)CN([C@@H](C)CO)C3=O)cc1	-2	13	-0.4	73
C[C@H](CO)N1C[C@H](C)[C@H](CN(C)CC2CC2)Oc2ccc(NS(=O)(=O)c3ccc(Cl)cc3)cc2CC1=O	-2	-79	0.6	24
Cc1noc(C)c1NC(=O)N(C)C[C@@H]1OCCCC[C@@H](C)Oc2ccc(NC(=O)NC3CCCCC3)cc2C(=O)N([C@H](C)CO)C[C@H]1C	2	-24	-1.2	3
O=C(C[C@@H]1C=C[C@H](NC(=O)C2CCC2)[C@@H](CO)O1)Nc1nccs1	3	18	-1.6	/
C[C@@H]1CN([C@H](C)CO)C(=O)c2cc(C#Cc3cccc(F)c3)cnc2O[C@H]1CN(C)C(=O)C1CCCCC1	/	-71	-0.8	101*
CO[C@H]1CN(C)C(=O)c2cc(NC(=O)C3CCOCC3)ccc2OC[C@@H](C)N(C)C[C@H]1C	0	/	-0.2	-19
COc1ccc(CN(C)C[C@@H]2Oc3ccc(NC(=O)C4CC4)cc3C(=O)N([C@@H](C)CO)C[C@@H]2C)cc1	3	30	0.0	-19
CN1c2ccc(-c3cccc(C#N)c3)cc2[C@H]2[C@H](CCN2S(=O)(=O)c2cccc(F)c2)[C@H]1CO	3	-5	-8.0	25
Cc1ccc(S(=O)(=O)N[C@@H]2CC[C@H](CC(=O)NCc3ccccc3F)O[C@@H]2CO)cc1	14	2	1.7	-9
COc1ccc(CNC(=O)C[C@H]2C[C@H]3c4cc(NC(=O)CN(C)C)ccc4O[C@H]3[C@@H](CO)O2)cc1	0	9	0.0	13
Cn1cnc(S(=O)(=O)N[C@@H]2CC[C@@H](CC(=O)Nc3ccc(-c4ccccc4)cc3)O[C@H]2CO)c1	-2	-2	-0.5	18
Cc1noc(C)c1NC(=O)Nc1cccc2c1O[C@H](CN(C)Cc1ccccc1)[C@H](C)CN([C@H](C)CO)C2=O	-1	4	0.2	-17
CCCN(C)C[C@H]1Oc2cc(C3=CCCC3)ccc2S(=O)(=O)N([C@@H](C)CO)C[C@@H]1C	/	-44	18	58
C[C@@H]1CCCCO[C@H](CN(C)S(=O)(=O)c2cccs2)[C@H](C)CN([C@@H](C)CO)C(=O)c2cc(NC(=O)c3ccccc3)ccc2O1	-12	-64	-2.1	75
CCC(=O)N(C)C[C@H]1Oc2ncc(C#CCC3CCCC3)cc2C(=O)N([C@@H](C)CO)C[C@@H]1C	2	-18	3.1	-8
C[C@H](CO)N1C[C@H](C)[C@H](CN(C)C)OCCCC[C@H](C)Oc2ccc(NS(=O)(=O)c3ccccc3)cc2C1=O	-4	13	-1.6	69
C[C@H](CO)N1C[C@H](C)[C@@H](CN(C)S(=O)(=O)c2cn(C)cn2)Oc2ccc(NC(=O)Nc3ccc4c(c3)OCO4)cc2CC1=O	0	10	-0.6	26
Cc1noc(C)c1NC(=O)N(C)C[C@@H]1OCCCC[C@H](C)Oc2ccc(N(C)C)cc2C(=O)N([C@@H](C)CO)C[C@@H]1C	3	/	0.0	13
Cc1noc(C)c1NC(=O)Nc1ccc2c(c1)C(=O)N([C@H](C)CO)C[C@H](C)[C@@H](CN(C)C(=O)NC1CCCCC1)OCCCC[C@H](C)O2	-4	-21	0.1	/
C[C@@H]1CN([C@@H](C)CO)S(=O)(=O)c2ccc(Br)cc2O[C@@H]1CN(C)Cc1ccncc1	1	10	1.4	7
CNC[C@H]1Oc2ccc(NS(=O)(=O)c3ccc(C)cc3)cc2C(=O)N([C@@H](C)CO)C[C@@H]1C	5	7	-0.1	/
C[C@@H]1CN([C@H](C)CO)C(=O)c2cc(/C=C/c3ccccc3)cnc2O[C@H]1CN(C)C(=O)c1ccc(F)cc1	-4	-70	-1.1	/
C[C@H](CO)N1C[C@H](C)[C@@H](CN(C)C(=O)Cc2cccnc2)Oc2ncc(C#CC3(O)CCCC3)cc2C1=O	/	18	-2.2	/
Cc1noc(C)c1S(=O)(=O)Nc1ccc2c(c1)C(=O)N([C@H](C)CO)C[C@H](C)[C@@H](CN(C)S(=O)(=O)c1c(C)noc1C)OCCCC[C@@H](C)O2	-1	-31	-0.3	-29
CC(C)NC(=O)Nc1ccc2c(c1)C(=O)N([C@@H](C)CO)C[C@H](C)[C@@H](CN(C)C(=O)Nc1ccc3c(c1)OCO3)OCCCC[C@H](C)O2	3	-19	0.4	-19
C[C@@H]1CCCCO[C@@H](CN(C)S(=O)(=O)c2ccc(F)cc2)[C@@H](C)CN([C@H](C)CO)C(=O)c2cc(NS(=O)(=O)c3ccc(F)cc3)ccc2O1	-1	-47	0.2	49
O=C(C[C@H]1CC[C@@H]2[C@H](COC[C@H](O)CN2CC2CCOCC2)O1)NCc1ccc(Cl)cc1	6&-3	-8	-3.5	-45
CO[C@H]1CN(C)C(=O)c2cc(NC(=O)Nc3cccc(F)c3)ccc2OC[C@H](C)N(C(C)=O)C[C@@H]1C	/	0	1.1	-10
C[C@@H]1CN([C@H](C)CO)C(=O)c2cc(C#C[C@@H](C)O)cnc2O[C@@H]1CN(C)CC1CCOCC1	3	-12	-0.1	/
O=C(c1ccccn1)N1CC(=O)N2[C@H](CO)[C@@H](c3ccc(C#CC4CCCC4)cc3)[C@@H]2C1	32	7	0.9	/
CN1C(=O)c2cc(NC(=O)c3cccs3)ccc2OC[C@H]2O[C@@H](CC(=O)NCC(F)(F)F)CC[C@H]21	-4	-8	-1.4	-12
C[C@@H]1CN([C@H](C)CO)C(=O)c2cc(NS(=O)(=O)c3ccccc3)ccc2O[C@@H](C)CCCCO[C@H]1CN(C)S(=O)(=O)c1ccc(F)cc1	3	-28	-0.2	72
CC=Cc1ccc2n(c1=O)C[C@H]1[C@H](CO)[C@@H](C(=O)NCc3ccncn3)N(C(=O)C3CCCC3)[C@@H]21 (mixture of isomers)	-1	37	2.7	/
C[C@@H]1CN([C@H](C)CO)S(=O)(=O)c2ccc(/C=C/c3ccccc3)cc2O[C@H]1CN(C)C(=O)Nc1cccc(F)c1	7	-61	-1.7	123*
N#C[C@@H]1[C@H](c2ccccc2-c2ccccc2F)[C@@H](CO)N1C(=O)c1cccc(F)c1	10	-6	-0.8	/
C[C@@H]1CN([C@H](C)CO)S(=O)(=O)c2ccc(-c3ccncc3)cc2O[C@H]1CN(C)C(=O)CC1CC1	4	10	-0.2	77
Cc1noc(C)c1NC(=O)Nc1ccc2c(c1)CC(=O)N([C@@H](C)CO)C[C@@H](C)[C@H](CN(C)Cc1ccncc1)O2	3	5	0.1	67
CC(C)NC(=O)N(C)C[C@H]1Oc2ncc(C#Cc3ccc(F)cc3)cc2C(=O)N([C@H](C)CO)C[C@@H]1C	-5	-19	-4.5	9
Cc1noc(C)c1NC(=O)N[C@@H]1C=C[C@@H](CC(=O)NCc2ccc(Cl)c(Cl)c2)O[C@H]1CO	2	9	0.9	-30
C[C@@H]1CCCCO[C@@H](CN(C)C(=O)Nc2ccccc2)[C@@H](C)CN([C@H](C)CO)C(=O)c2cc(NC(=O)C3CCCCC3)ccc2O1	2	-15	-0.5	29
C[C@@H]1CN([C@@H](C)CO)C(=O)c2c(c3ccccc3n2C)-c2ccccc2CO[C@H]1CN(C)Cc1ccc(Cl)c(Cl)c1	4	-91*	-2.6	/
C[C@@H]1CN([C@H](C)CO)C(=O)c2cc(C3=CCCC3)cnc2O[C@@H]1CN(C)Cc1cccc(F)c1	5	-31	1.2	109
C[C@H](CO)N1C[C@H](C)[C@@H](CN(C)Cc2cccc(C(=O)O)c2)Oc2cc(C#CCC3CCCC3)ccc2S1(=O)=O	-1	20	/	/
C[C@H](CO)N1C[C@H](C)[C@@H](CN(C)C(=O)Nc2ccc(C(F)(F)F)cc2)Oc2c(NC(=O)Nc3ccccc3)cccc2C1=O	-2	-4	/	25
CCS(=O)(=O)NCC[C@@H]1CC[C@@H](NS(=O)(=O)c2cccc(Cl)c2)[C@H](CO)O1	/	4	-1.8	-7

Pf Dd2 inh, what is marked active above
Compound	Pf Dd2 inh	GASC1 inh
C[C@@H]1CN([C@@H](C)CO)C(=O)c2c(c3ccccc3n2C)-c2ccccc2CO[C@H]1CN(C)Cc1ccc(Cl)c(Cl)c1	-91*	-2.6

The listing picks up with the 3 entries that preceded the break.
mol	C diff HTS	Pf Dd2 inh	GASC1 inh	Tcruzi prolif
C[C@H](CO)N1C[C@H](C)[C@@H](CN(C)Cc2cccc(C(=O)O)c2)Oc2cc(C#CCC3CCCC3)ccc2S1(=O)=O	-1	20	/	/
C[C@H](CO)N1C[C@H](C)[C@@H](CN(C)C(=O)Nc2ccc(C(F)(F)F)cc2)Oc2c(NC(=O)Nc3ccccc3)cccc2C1=O	-2	-4	/	25
CCS(=O)(=O)NCC[C@@H]1CC[C@@H](NS(=O)(=O)c2cccc(Cl)c2)[C@H](CO)O1	/	4	-1.8	-7
O=C(C1CCC1)N1CCCCN2[C@@H](CO)[C@H](c3ccc(-c4ccncc4)cc3)[C@@H]2C1	-12	-1	4.8	?
O=C(C[C@@H]1CC[C@@H]2[C@H](COC[C@@H](O)CN2CCC(F)(F)F)O1)NCc1ccc2c(c1)OCO2	7&-4	2	-0.7	47
C[C@@H]1CCCCO[C@@H](CN(C)C(=O)Nc2cccc3ccccc23)[C@H](C)CN([C@@H](C)CO)C(=O)c2cc(NC(=O)Nc3ccccc3)ccc2O1	2	-31	7.4	44
C[C@@H]1CCCCO[C@H](CN(C)C(=O)CCC(F)(F)F)[C@@H](C)CN([C@H](C)CO)C(=O)c2cc(NC(=O)CCC(F)(F)F)ccc2O1	1	21	0.1	/
COc1ccccc1-c1ccccc1[C@H]1[C@@H](CO)N(C(=O)C2CCC2)[C@H]1C#N	-7	-2	3.3	/
C[C@H]1CN([C@@H](C)CO)C(=O)c2cc(-c3ccccc3F)cnc2O[C@@H]1CN(C)Cc1ccccc1	6	-16	-0.4	29
C[C@H]1CN([C@@H](C)CO)C(=O)Cc2cc(N(C)C)ccc2O[C@@H]1CN(C)S(=O)(=O)c1cccs1	1	-1	2.2	8
C[C@H]1CCCCO[C@@H](CN(C)Cc2ccc(C(F)(F)F)cc2)[C@@H](C)CN([C@@H](C)CO)C(=O)c2cc(NC(=O)c3ccccc3)ccc2O1	13	-59	-0.4	63
COc1cccc(S(=O)(=O)N2CCCCN3[C@H](CO)[C@@H](c4ccc(C#CCC(C)C)cc4)[C@H]3C2)c1	25	-27	-0.6	85
CO[C@H]1CN(C)C(=O)c2ccc(NC(=O)Nc3cccc(F)c3)cc2OC[C@@H](C)N(C(=O)C2CC2)C[C@@H]1C	/	/	2.2	2
C[C@@H]1CN([C@@H](C)CO)C(=O)Cc2cc(NC(=O)c3ccncc3)ccc2O[C@@H]1CN(C)Cc1ccc(Cl)c(Cl)c1	7	-6	6.3	51
COc1ccc(CN(C)C[C@H]2OCCCC[C@H](C)Oc3ccc(NC(=O)Nc4ccc(OC)cc4)cc3C(=O)N([C@H](C)CO)C[C@@H]2C)cc1	/	-1	0.6	42
C[C@@H]1CN([C@@H](C)CO)C(=O)c2cc(NC(=O)Nc3ccc(F)cc3)ccc2O[C@@H](C)CCCCO[C@H]1CN(C)S(=O)(=O)c1cccs1	1	-70	-0.2	56
COc1ccc(C[C@@H]2CCc3cnnn3COC[C@H](C(C)C)NC2=O)cc1	-3	/	0.7	/
COc1ccc(CN(C)C[C@@H]2Oc3ccc(NC(=O)Cc4cn(C)c5ccccc45)cc3C(=O)N([C@@H](C)CO)C[C@@H]2C)cc1	-18	-7	0.7	29
COCC(=O)Nc1ccc2c(c1)[C@@H]1C[C@@H](CC(=O)NCc3ccccc3F)O[C@@H](CO)[C@@H]1O2	/	0	1.0	5
C[C@H](CO)N1C[C@H](C)[C@@H](CN(C)C(=O)Nc2cccc3ccccc23)Oc2ccc(NC(=O)CCN3CCOCC3)cc2C1=O	-3	0	/	35
CC(C)NC(=O)Nc1ccc2c(c1)C(=O)N([C@@H](C)CO)C[C@@H](C)[C@@H](CN(C)C(=O)Nc1ccccc1)O2	8	-8	0.7	13
